PfHsp40 yeast: restores yeast growth despite PfHsp40 toxicity. S. cerevisiae expressing PfHsp40, growth rescue, ATP luminescence. growth rescue, % at 12.5 µM. 340,000 tested, 0.68% active; in the data active = growth rescue above about 28%, passing the limit was not always enough; inconclusive = no clear call, values can overlap the other calls;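 note: yeast W303a lacking pdr1 and pdr3 grown in galactose medium; growth measured after three days at 30 °C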
PrPC surface inh: reduces human prion protein on the cell surface; cell surface PrPC, TR-FRET read-out; inhibition, % at 13.8 µM; 370,000 tested, 0.43% active; AID 720596; in the data active = inhibition above about 24%; note: 0% = median of the test wells and 100% = reference compound wells
Vc quorum ag: quorum light induction in luxS cqsA deficient V. cholerae. 350,000 tested, 0.16% active. V. cholerae BH1578 lux reporter, luminescence, 6 h. activation, % at 18.7 µM; in the data active = activation mostly above about 9.7%, no sharp cut-off; inconclusive = no clear call, values can overlap the other calls; inactive = mostly below about 3.7%; note: not every result past the cut was called active; inactives centre near 0; reference of the scale not given here
3CLpro inhibitor: SARS-CoV 3CLpro protease inhibition; inhibition, % at 6 µM; P0C6X7; 290,000 tested, 0.14% active; recombinant SARS-CoV 3CLpro, quenched FRET peptide cleavage; AID 1706; in the data active = inhibition above about 12%
BoNT-A LC inh2: BoNT A light chain protease inhibition; multiplex microsphere protease substrate cleavage, flow cytometry; inhibition, % at 10 µM; 360,000 tested, 0.17% active; AID 588499; note: plate controls were buffer without enzyme for full effect and enzyme alone for no effect
PriA SSB inh: blocks PriA binding to SSB C-terminal tail; AlphaScreen SSBct-PriA binding, biotinylated peptide; inhibition, % at 33 µM; 430,000 tested, 0.6% active; AID 1272365; in the data active = inhibition mostly above about 37%, no sharp cut-off; inactive = mostly below about 20%;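 note: plate controls were negative control peptide for no effect and reference peptide for full effect; strong numbers were not always called active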
TcdB inh: inhibitors of Clostridioides difficile toxin B glycohydrolase | P18177 | TcdB glycohydrolase enzymatic assay, plate reader | 350,000 tested, 0.24% active | inhibition, % at 9.99 µM; in the data active = inhibition above about 10%
Yp Topo-I inh: blocks Yersinia pestis topoisomerase I activity. Y. pestis Topo-I cleavage product accumulation, plate reader. 360,000 tested, 0.064% active. activity, % at 10 µM; in the data active = activity above about 50%, passing the limit was not always enough; inconclusive = no clear call, values can overlap the other calls; note: inactives centre near 2
Anthrax LF inh2: anthrax lethal factor protease inhibition. P15917. multiplex microsphere protease cleavage assay, LF. inhibition, % at 10 µM. 360,000 tested, 0.12% active; note: plate controls were buffer without enzyme for full effect and enzyme alone for no effect
Target sequence (P15917 whole entry, looked up): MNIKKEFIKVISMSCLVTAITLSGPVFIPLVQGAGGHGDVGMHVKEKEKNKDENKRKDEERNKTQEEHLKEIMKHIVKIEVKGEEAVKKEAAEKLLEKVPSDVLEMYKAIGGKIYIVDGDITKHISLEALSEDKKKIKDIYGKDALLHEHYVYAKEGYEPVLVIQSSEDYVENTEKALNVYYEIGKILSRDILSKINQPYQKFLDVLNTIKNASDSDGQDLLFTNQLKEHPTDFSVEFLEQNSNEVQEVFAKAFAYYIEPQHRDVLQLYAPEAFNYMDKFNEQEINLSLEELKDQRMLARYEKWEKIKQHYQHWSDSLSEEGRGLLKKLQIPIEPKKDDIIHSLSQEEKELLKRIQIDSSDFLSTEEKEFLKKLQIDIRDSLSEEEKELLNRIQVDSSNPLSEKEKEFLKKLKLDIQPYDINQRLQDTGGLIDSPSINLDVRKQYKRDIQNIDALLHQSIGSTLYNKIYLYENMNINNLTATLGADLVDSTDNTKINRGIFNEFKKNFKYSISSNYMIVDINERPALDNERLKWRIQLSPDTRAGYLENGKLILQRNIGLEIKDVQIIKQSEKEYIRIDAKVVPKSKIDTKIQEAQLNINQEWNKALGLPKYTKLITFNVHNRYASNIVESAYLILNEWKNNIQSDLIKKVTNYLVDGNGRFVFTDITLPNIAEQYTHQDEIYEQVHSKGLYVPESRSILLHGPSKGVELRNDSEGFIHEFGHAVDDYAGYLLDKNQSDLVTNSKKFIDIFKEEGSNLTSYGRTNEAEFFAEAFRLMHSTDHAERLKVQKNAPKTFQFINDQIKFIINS
Active calls of the source: *; i = inactive; ? = inconclusive; · = no result given; & = joins results of further samples. Cut-off read from the data, not from the text of the source, unless noted: active = inhibition above about 30%; inconclusive = no clear call, values can overlap the other calls; inactive = below that. These rows are one share of the data; count on the stated rates, not on these rows.

SMILES	PfHsp40 yeast	PrPC surface inh	Vc quorum ag	3CLpro inhibitor	BoNT-A LC inh2	PriA SSB inh	TcdB inh	Yp Topo-I inh	Anthrax LF inh2
CCNc1nc(CC)nc2c1oc1ccccc12	-1.3	0	-0.9	-4	4.3	-9	·	1	-10
CCCCn1c(O)c(C(C)=NCCN2CCOCC2)c(=O)[nH]c1=O	-0.1	1	3.1	1	-0.1	-6	·	1	-8
O=C(c1ccco1)N1CCN(C(=O)c2cccc3c2C(=O)N(Cc2cccnc2)C3)CC1	-1.0	-6	-0.3	0	0.5	4	1.0	-8	6
CC/C(=N\NC(=O)CCC(=O)NCc1ccccc1)c1ccc(O)cc1	-1.8	8	-0.2	-1	0.7	·	3.9	-3	3
Cc1cccc(-c2nc(CNC(=O)c3ccco3)cs2)c1	-0.8	-2	i	4	-0.2	-11	1.4	5	-8
Cc1cc(C)cc(NC(=O)CSc2nnc(-c3cc(C)[nH]n3)n2N)c1	0.5	-8	-0.4	7	-1.0	0	0.3	0	0
C(#Cc1ccccc1)C[N+]1(CC#Cc2ccccc2)CCCCC1	0.9	18	-1.7	1	-1.6	-11	-0.1	8	-4
CCOc1ccccc1NC(=O)CSc1nnc(CNC(=O)COc2ccc(Cl)cc2)o1	0.7	0	·	2	1.0	-7	·	18	5
O=C(Nc1cccc(F)c1)c1cc(-c2ccco2)nc2ccccc12	-0.7	-6	-0.3	·	-0.7	-9	0.5	0	-4
C[C@H]1CN=C(Nc2ccccc2)N1CC1CCCCC1	-1.7	-2	i	1	-0.3	-12	-0.2	-1	2
O=S(=O)([N-]c1nc2ccccc2nc1-[n+]1ccc(CCCc2ccccc2)cc1)c1cccs1	-1.0	-5	i	2	4.8	-3	-0.3	6	1
CC(C)Cc1ccc(S(=O)(=O)N2CCCC2)cc1	-0.4	0	-0.2	2	0.7	-23	·	19	-3
Cc1ccc(C(=O)Nc2ccc(Nc3ccccc3)cc2)cc1Br	·	3	-0.6	·	0.2	-1	-1.0	-2	-4
CCS(=O)(=O)NCCNc1ccc([N+](=O)[O-])cc1	-1.3	-7	-4.1	0	-1.3	5	1.4	2	-4
O=S1(=O)N[C@H](Cc2ccccc2)COc2cc(N3CCSCC3)ccc21	·	1	·	·	0.2	·	0.0	·	-3
CC(C)(C)OC(=O)C[C@H]1C/C=C\C[C@@H](CC(=O)N(CCO)Cc2ccccc2)C(=O)N[C@H](Cc2c[nH]c3ccccc23)COC1=O	2.9	9	i	·	-0.3	18	-1.4	17	2
O=NN(CC(=O)NN=CC=Cc1ccccc1)CC(=O)NN=CC=Cc1ccccc1	·	-3	·	·	-0.3	·	0.6	·	-7
C=CCNC(=O)c1cccc(Br)c1	0.0	13	i	-6	-2.6	-12	1.2	-6	-1
Cc1ccc(-c2cc(C(=O)NCCCn3ccnc3)no2)cc1	-0.4	1	i	-1	-0.3	0	1.0	6	1
COc1ccc(-c2sc3ccc(N4CCOCC4)cc3c2C#CC(C)(C)O)cc1	0.1	-2	-0.4	·	0.8	-7	-2.0	-1	-1
OC(c1cccc(Cl)c1)c1ncc(-c2ccc(Oc3ccccc3)cc2)[nH]1 (stereo not given)	·	9	-0.1	·	-0.6	·	0.7	-1	1
O=C(Oc1ccc(NC2=NS(=O)(=O)c3ccccc32)cc1)c1cccnc1	-1.1	-6	-0.5	3	-0.4	-8	3.1	-1	-3
COc1cc(CCCN2CCNC[C@@H]2Cc2ccc(O)cc2)cc(OC)c1OC	-1.8	5	-3.0	·	-0.3	-5	0.6	-1	-7
NS(=O)(=O)c1ccc(N2CCOCC2)c(C(=O)NCc2cccs2)c1	-0.7	0	i	·	0.0	-16	1.8	4	-1
CCc1nnc(NC(=O)CN2CCN(c3ccccc3OC)CC2)s1	-1.0	-7	i	-10	0.0	-11	·	4	-4

A run of entries of the results above:
SMILES	PfHsp40 yeast	PrPC surface inh	Vc quorum ag	3CLpro inhibitor	BoNT-A LC inh2	PriA SSB inh	TcdB inh	Yp Topo-I inh	Anthrax LF inh2
CCNc1nc(CC)nc2c1oc1ccccc12	-1.3	0	-0.9	-4	4.3	-9	·	1	-10
CCCCn1c(O)c(C(C)=NCCN2CCOCC2)c(=O)[nH]c1=O	-0.1	1	3.1	1	-0.1	-6	·	1	-8
O=C(c1ccco1)N1CCN(C(=O)c2cccc3c2C(=O)N(Cc2cccnc2)C3)CC1	-1.0	-6	-0.3	0	0.5	4	1.0	-8	6

(listing goes on)
SMILES	PfHsp40 yeast	PrPC surface inh	Vc quorum ag	3CLpro inhibitor	BoNT-A LC inh2	PriA SSB inh	TcdB inh	Yp Topo-I inh	Anthrax LF inh2
CCCC1(C(=O)O)NC(c2ccccc2O)C2C(=O)N(Cc3ccccc3)C(=O)C21 (stereo not given)	-2.8	-5	-0.6	1	-0.9	-3	1.4	5	-5
CC(=O)/C(CN1CCCCC1)=N\O	-0.3	0	-0.5	4	-0.8	·	-0.7	7	-4
COCCCNc1nc2ccccc2nc1NS(=O)(=O)c1cc(Cl)ccc1Cl	-1.1	7	i	-1	-2.0	-1&-10	-1.8	4	8
CC(C)(C)c1nnc(NC(=O)CCn2cnc3ccccc3c2=O)s1	-1.8	3	i	4	-0.3	2	0.8	6	-2
COc1ccccc1NC(=O)c1cn(C)c(=O)c2cc(OC)c(OC)cc12	-1.5	2	-0.6	-3	0.5	-3	·	2	-1
O=C(Nc1cccc(S(=O)(=O)N2CCOCC2)c1)c1cn(-c2ccccc2)nc1-c1ccc(F)cc1	-0.8	9	i	-8	0.1	-5	·	6	1
Nc1nc(-c2ccccc2)cc(-c2ccccc2)n1	2.5	-7	i	-1	-4.0	-44	1.5	-6	-4
CC(C)(C)c1ccc(Oc2ccc(NC(=O)c3ccco3)cn2)cc1	1.8	20	-1.2	-3	-0.6	-16	1.9	2	-1
COc1ccc(C(=O)N2CCC2(C)C(=O)O)cc1C(F)(F)F (stereo not given)	·	-10	-0.4	·	0.4	·	-0.8	2	-1
N#Cc1ccccc1NC(=O)COC(=O)c1ccc(S(=O)(=O)N2CCCC2)cc1	-0.2	4	-8.3	5	-0.6	-31	·	6	3
COc1ccc(C(=O)NC2=Nc3ccccc3N=C(C)C2c2ccccc2)cc1 (stereo not given)	-0.7	-3	-0.5	-2	5.2	0	1.3	12	11
O=[N+]([O-])c1ccc(/C=N/Nc2ncc(-c3ccccc3)cn2)cc1	8.6	4	i	0	-0.3	·	0.9	0	3
Cc1ccc(S(=O)(=O)N2CCOCC2)cc1C(=O)N1c2ccccc2Sc2ccccc21	1.1	-8	-1.7	4	-0.8	13	·	17	-4
Cc1cc2cc(CNC(=O)Nc3ccc(Cl)c(Cl)c3)ccc2n1C	0.4	33*	-0.3	-1	35*	5&-9	2.7	-31	-117
O=C(NNc1cccc([N+](=O)[O-])c1)/C(=C\c1cccnc1)NC(=O)c1ccccc1	1.7	-16	0.2	3	-0.3	-8	-8.2	-8	4
CCc1ccc(C2=NNC(=Nc3c(C)n(C)n(-c4ccccc4)c3=O)SC2)cc1	0.0	-1	i	-2	-1.3	5	0.1	-1	3
CC1CCCN(C(=O)C2CCN(S(=O)(=O)c3ccccc3)CC2)C1 (stereo not given)	-0.3	1	i	·	-0.2	3	0.6	12	1
c1ccc(-n2nnc3ccccc32)nc1	1.1	-3	-0.5	3	0.1	-27	·	-2	0
Cc1ccc(CC2CC(=O)N(c3cc(C)ccc3C)C2=O)cc1 (stereo not given)	-0.4	-2	i	1	0.1	-23	0.9	-4	13
CC1C(=O)N2CCCc3cc(NC(=O)C(=O)NCCc4ccc(F)cc4)cc1c32 (stereo not given)	-1.1	2	-0.3	·	·	4	-0.1	9	·
CCn1cc(C(=O)NCCCN2CC(C)CC(C)C2)c(=O)c2cc(S(=O)(=O)N(C)C3CCCCC3)ccc21 (stereo not given)	-0.8	-11	6.2	0	0.3	6	-0.1	37	-1
O=C(CN1CCN(Cc2ccc(Cl)cc2)CC1)N/N=C/c1ccncc1	-1.6	-14	-0.2	0	-0.5	·	·	1	0
CCOc1ccc(C(=O)CCC(=O)NCC(=O)OCc2ccccc2)cc1OCC	-0.6	-8	-0.3	0	0.9	-14	0.0	13	-2
CC(C(=O)NN)c1ccc([N+](=O)[O-])cc1 (stereo not given)	-0.9	-13	4.5	6	0.0	11	-1.7	6	0
Cc1onc(C(=O)Nc2ccc3c(c2)OCO3)c1[N+](=O)[O-]	-1.3	·	i	0	-1.0	11	·	-11	-4
SMILES	PfHsp40 yeast	PrPC surface inh	Vc quorum ag	3CLpro inhibitor	BoNT-A LC inh2	PriA SSB inh	TcdB inh	Yp Topo-I inh	Anthrax LF inh2
C[C@H](NC(=O)C1CCN(C(=O)[C@@H]2CCCN2C(=O)OC(C)(C)C)CC1)C(=O)NCc1ccc(F)cc1	·	2	-0.1	·	-0.5	·	0.3	-14	-1
CCC(=NCc1ccco1)c1c(O)n(-c2ccccc2C)c(=O)[nH]c1=O	3.2	3	-0.7	-3	2.4	1	0.1	0	-4
O=C1N=C2SCCN2/C1=C\c1ccccc1Cl	-0.8	3	i	2	0.2	-5	·	6	-1
CN(C)S(=O)(=O)c1cccc(NC(=O)CN2C(=O)NC(Cc3c[nH]c4ccccc34)C2=O)c1 (stereo not given)	0.5	-1	-0.3	-1	-1.1	1	1.0	-7	-4
O=C(NCc1ccco1)c1ccccc1	-0.2	-5	-0.4	0	·	-4	0.9	1	·
Cc1ccc(C2=NCCNC2=O)c(C)c1	-0.2	5	5.6	-6	0.0	-26	·	6	4
CC(c1ccccc1)n1c(-c2ccncc2)n[nH]c1=S (stereo not given)	0.1	3	i	1	-0.3	0	·	-2	0
CN(c1ccccc1)S(=O)(=O)c1ccc(C(=O)N2CCN(c3ccccc3Cl)CC2)cc1	7.1	16	i	·	?	-1	-6.6	7	?
CCOc1ccccc1CNS(=O)(=O)c1ccc2[nH]c(=O)sc2c1	-1.4	10	-1.6	0	-0.5	-8	·	5	-3
O=C(CSc1nc2ccccc2s1)c1cc2ccccc2o1	1.2	·	-0.9	3	1.0	-25	1.5	-3	-2
c1ccc(-n2c(-c3ccco3)nnc2-c2ccco2)cc1	0.6	2	-0.5	-8	-0.3	7	·	-2	-1
Cc1noc(NS(=O)(=O)c2ccc(NC(=O)c3ccccc3NS(=O)(=O)c3ccc(F)c(F)c3)cc2)c1C	-1.3	-1	-1.6	·	0.1	-3	-0.1	-5	-9
COc1ccc(CCNS(=O)(=O)c2ccc3[nH]c(=O)[nH]c3c2)cc1	-1.4	5	5.9	·	0.2	-7	0.1	3	-4
CC(=O)Nc1ccc(C(=O)OCC(=O)Nc2ccc(S(=O)(=O)N3CCOCC3)cc2)cc1	1.2	1	-8.3	·	-0.1	-10	4.1	-6	-6
O=C(/C=C1\SC(=O)NC1=O)Nc1ccc(C(=O)O)cc1	-1.2	-11	-0.1	-1	-0.6	-6	0.5	7	-13
Cc1oc2ccc(OCc3cccc(Cl)c3)cc2c1C(=O)O	-1.3	10	i	8	-2.3	-1	4.5	10	4
O=C(CS(=O)CC(=O)N(CC(=O)NC1CCCC1)C1CCCC1)Nc1ccc(F)cc1 (stereo not given)	1.3	-1	-1.0	3	1.2	-2	·	1	1
Nc1ccn([C@@H]2O[C@H](C(=O)NCc3ccc4c(c3)OCO4)[C@@H](O)[C@H]2O)c(=O)n1	·	2	·	·	-0.9	·	1.1	·	-14
COc1ccc(/C=C/C(=O)NCCn2c(C)cc3ccccc32)cc1OC	-1.2	64*	-0.2	4	-0.2	7	0.6	17	-7
COc1cccc(NC(=O)CN2CCN(c3nc(-c4cccc(OC)c4)cs3)CC2)c1	3.1	5	i	-1	-1.2	-4	·	7	-5
O=C(Nc1ccc2c(c1)OCO2)c1cnn2c1NC(c1ccco1)CC2C(F)(F)F (stereo not given)	-1.3	5	·	3	-16	-5	·	7	-19
Cc1nc(C(F)(F)F)ccc1C(=O)N1CCC1(C)C(=O)NCc1cccs1 (stereo not given)	·	-1	i	·	-0.1	·	0.2	-1	0
CC(C)(C)OC(=O)N1CCCN(C(=O)Nc2ccccc2)CC1	·	10	-0.4	-5	·	6	0.4	-5	·
C=CCOc1cccc(C(=O)/C=C2/C(=O)Nc3ccccc32)c1	-1.5	-2	-1.0	-1	0.6	3	0.6	-11	-6
